# aSyn yeast inh = rescues yeast growth from alpha-synuclein toxicity; Yeast expressing alpha-synuclein, growth rescue, BacTiter-Glo, 24 h; Potency, µM (top dose mostly 46.1 µM), inactives show top-dose growth rescue (activation), hits mostly activators; 0.14% of 370,000 active; note: potency is the fitted concentration of half-maximal effect; % of control where 0% means no effect; nearly all actives have a fitted effect of over 65% in size
#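 Screening used galactose-induced yeast with toxic alpha-synuclein levels, exposed to compound for 24 hr at 30 deg C. Cell growth, read with BacTiter-Glo luminescence, gave the measured signal.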
# PTHR1 agonist = agonists of human PTHR1 parathyroid hormone receptor | Q03431 | HEK293 GP2 PTHR1 cells, GloSensor cAMP luminescence, 1 h | Potency, µM (doses to about 115 µM), for the others: at the top dose activation, usual class: activators | 0.075% of 410,000 active; note: potency is the fitted concentration of half-maximal effect; nearly all actives have a fitted effect of over 55% in size; some results filed as inactive show a strong effect at the top dose; inactives centre near -15; many of its hits are not listed in these tables
# Target sequence (Q03431 whole entry, looked up): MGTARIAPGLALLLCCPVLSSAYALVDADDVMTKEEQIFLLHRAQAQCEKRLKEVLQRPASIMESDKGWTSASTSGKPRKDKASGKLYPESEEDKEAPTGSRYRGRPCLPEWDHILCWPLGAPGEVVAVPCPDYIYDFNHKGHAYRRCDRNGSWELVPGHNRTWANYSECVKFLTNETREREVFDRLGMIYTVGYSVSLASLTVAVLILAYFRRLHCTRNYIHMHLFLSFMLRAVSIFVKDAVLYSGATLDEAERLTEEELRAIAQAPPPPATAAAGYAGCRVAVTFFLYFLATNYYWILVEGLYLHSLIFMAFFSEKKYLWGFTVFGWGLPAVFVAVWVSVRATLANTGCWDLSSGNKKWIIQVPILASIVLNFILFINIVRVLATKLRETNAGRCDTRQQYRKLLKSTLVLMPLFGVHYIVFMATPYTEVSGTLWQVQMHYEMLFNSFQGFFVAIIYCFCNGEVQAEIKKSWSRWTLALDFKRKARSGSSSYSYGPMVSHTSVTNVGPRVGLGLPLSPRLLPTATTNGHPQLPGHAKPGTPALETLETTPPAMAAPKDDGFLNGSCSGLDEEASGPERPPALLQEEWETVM
#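 HEK-293-derived GP2 cells expressing PTHR1 and a GloSensor cAMP reporter, 3,000/well, plated overnight, given luciferin plus IBMX (each 0.5 mM as added) for 1 h at 37 °C, then compound for 1 h at 37 °C. Luminescence was read after 15 min at room temperature.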
# GLP1R cytotox = cytotoxicity in counter-screen for GLP-1R inverse agonists; 0.13% of 410,000 active; Potency, µM (titrated, usually from 38.3 µM), without a hit: top-dose activity change, negative = inhibition, hits mostly inhibitors; HEK293 cAMP-luciferase reporter cells, luminescence, 24 h; AID 624418;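 note: loss of luciferase light is scored as toxicity; potency is the fitted concentration of half-maximal effect; % is set by controls: 0 for no effect and ±100 for the full control effect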
#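 1536-well qHTS counterscreen of the MLSMR; 200 cells/uL, 12 h pre-incubation, 23 nL cpd, 24 h at 37 deg C 5% CO2, luciferase detection reagent, 12 min RT, luminescence. Inhibition = undesired.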
# FUS yeast rescue = rescues growth of FUS-expressing yeast | S. cerevisiae FUS-expressing, growth rescue, OD600, 24 h | Potency, µM (highest dose often 76.6 µM), without a hit: at the top dose growth rescue (activation), hits mostly activators | 0.24% of 390,000 active | AID 1347120;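 note: potency is the fitted concentration of half-maximal effect; plate controls were DMSO vehicle for no effect and reference control for full effect; nearly all actives have a fitted effect of over 55% in size; some results filed as inactive show a strong effect at the top dose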
#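 Toxicity suppression screen in FUS-yeast. Cells induced with 2% galactose, starting OD 0.005, treated 24hr at 30C with compounds at multiple final concentrations; growth by OD600.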
# Akt phos inh = blocks phosphorylation of Akt. activity change, % for hits at 50 µM. 0.32% of 360,000 active. Neuro2A IGF-stimulated pAkt S473 HTRF, 20 min; active compounds read low; in the data active = activity change below about -80%; inconclusive = mostly about -51% to -80%; note: % is set by controls: 0 for no effect and ±100 for the full control effect
#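 Neuro2A cells in DMEM with 0.5% FBS, overnight at 37 deg C, given compound at single 50 µM final, then IGF (6 nM final) for 20 min at 37 deg C. Lysed; phospho-Akt Ser473 by HTRF after 24 h, 665/615 ratio.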
# TDP43 rescue = TDP-43 toxicity inhibition in yeast | TDP-43 expressing yeast growth rescue, BacTiter-Glo, 24 h | Potency, µM (doses to about 46.1 µM), for the others: at the top dose growth rescue (activation), usual class: activators | 1.8% of 410,000 active | AID 652104; note: potency is the fitted concentration of half-maximal effect; % of control where 0% means no effect; nearly all actives have a fitted effect of over 50% in size
#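 Growth rescue of TDP-43-toxic yeast measured as ATP luminescence (BacTiter-Glo). Cells grown to mid-log in raffinose, induced in galactose at OD600=0.02, exposed to compound 24 hr at 30 deg C.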
# Mm-Cpn inhibitor = inhibitors of Methanococcus maripaludis chaperonin (MmCpn). purified Mm-Cpn ATPase, ADP Transcreener TR-FRET. Potency, µM (series often up to 76.9 µM), for the others: at the top dose activity, negative = inhibition, hits mostly inhibitors. 0.031% of 330,000 active. AID 504842; note: potency is the fitted concentration of half-maximal effect; % is set by controls: 0 for no effect and ±100 for the full control effect; nearly all actives have a fitted effect of over 80% in size
#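 Purified archaeal Mm-CPN (25nM final) preincubated 10 min at 37degC with compound, then 10uM ATP for 30 min at 37degC; ADP measured by HTRF Transcreener TR-FRET; buffer 30 mM TRIS pH 7.4, 100mM KCl, 5mM MgCl2, 1mM DTT.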
# Abeta yeast res = compounds reversing amyloid beta toxicity in yeast. yeast expressing A-beta42, growth rescue, OD600, 48 h; response scale: 0% DMSO, 100% iron-clioquinol control. Potency, µM (top dose mostly 46.1 µM), for the others: top-dose growth rescue, most hits filed as activators. 0.063% of 410,000 active; note: potency is the fitted concentration of half-maximal effect; nearly all actives have a fitted effect of over 55% in size
#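 Yeast growth medium received pinned compounds, then yeast cells expressing toxic A-beta were added; plates incubated at 30 C for 48 hr. Growth read as absorbance at 600 nm, normalized to DMSO and equimolar FeCl3 plus clioquinol controls.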
# GLP1R inv ag = acts as inverse agonist at human GLP-1 receptor; HEK293 GLP-1R CRE-luciferase, luminescence, 24 h; GLP-1R form is constitutively active; Potency, µM (doses to about 38.3 µM), for inactives: at the highest dose activity change, negative = inhibition, hits mostly inhibitors; 1.6% of 410,000 active; AID 624417; note: potency is the fitted concentration of half-maximal effect; % is set by controls: 0 for no effect and ±100 for the full control effect; nearly all actives have a fitted effect of over 55% in size
# Target sequence (P43220 whole entry, looked up): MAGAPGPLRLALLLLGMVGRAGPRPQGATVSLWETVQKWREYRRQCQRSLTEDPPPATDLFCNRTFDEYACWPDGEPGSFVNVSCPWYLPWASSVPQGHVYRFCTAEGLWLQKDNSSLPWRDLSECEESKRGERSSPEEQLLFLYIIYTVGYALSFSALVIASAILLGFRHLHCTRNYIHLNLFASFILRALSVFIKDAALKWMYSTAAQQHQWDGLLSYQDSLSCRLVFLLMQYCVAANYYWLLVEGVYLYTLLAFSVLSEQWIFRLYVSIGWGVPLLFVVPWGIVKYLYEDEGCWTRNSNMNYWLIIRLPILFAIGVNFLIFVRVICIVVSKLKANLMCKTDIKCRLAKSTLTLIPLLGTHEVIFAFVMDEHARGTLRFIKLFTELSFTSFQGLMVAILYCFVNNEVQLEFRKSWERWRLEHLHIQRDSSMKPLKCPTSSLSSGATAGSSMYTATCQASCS
#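 Readout was luciferase luminescence, measured 12 min after detection reagent at room temperature. Beforehand, GLP-1R reporter HEK293 cells had sat 12 h, then received compounds for 24 hr at 37 deg C.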
# * hit, by the source's call; i = inactive; ? = inconclusive; · = not tested or not shown; & = joins results of further samples; [ ] = remark or other dose. Unless noted, calls come from the whole dose curve; as a rule, active = well fitted curve in the direction sought with a large enough effect; inconclusive = small, poorly fitted or top-dose-only effect, or another doubt; inactive = no such curve, though single readings can be large; an effect the other way counts as inactive or inconclusive. Not all compounds are listed; rates above refer to the full screens.
SMILES,aSyn yeast inh,PTHR1 agonist,GLP1R cytotox,FUS yeast rescue,Akt phos inh,TDP43 rescue,Mm-Cpn inhibitor,Abeta yeast res,GLP1R inv ag
CS(=O)(=O)c1cccc(NC(=O)c2ccc(Cl)c(Cl)c2)c1,-9%,-9%,6%,0%,i,-1%,-1%,-7%,-15%
COc1ccc(OC)c(S(=O)(=O)NCc2nc3nc(C)cc(C)n3n2)c1,1%,i,-3%,-3%,i,5%,-3%,-5%,1%
C/C(=N\Nc1cc(Cl)nc(C)n1)c1ccc(C)cc1,-14%,-25%,?,19%,i,8%,·,3%,-2%
CCN(CC)c1ccc(CNc2nnnn2C)cc1,-1%,i,3%,-14%,i,-13%,0%,-5%,14%
CCOC(=O)c1c(NC(=O)Nc2ccccc2)sc(C)c1C,-10%,-50%[inhibitor],2%,·,i,?,-3%,9%,0%
Cc1nc2ccc(NC(=O)c3cccc(S(=O)(=O)N4CCOCC4)c3)cc2s1,-6%,-43%[inhibitor],-2%,23%,i,15%,-3%,19%,?
COc1ccc(-n2nnnc2C(c2cccc(OC)c2OC)N2CCN(C/C=C/c3ccccc3)CC2)cc1 (configuration not stated),10%,-5%,-11%,23%,i,14%,·,-18%,?
C=C(C)Cc1c(C)c(C#N)c2[nH]c3ccccc3n2c1=O,-45%[inhibitor],-82%[inhibitor],-21%,0%,i,-18%,-3%,-74%[inhibitor],-12%
CC(=O)c1ccc(N2CCC(C)CC2)c(F)c1,5%,-38%[inhibitor],2%,-8%,i,22%,1%,2%,11%
c1ccc(-c2ccccc2OCCOCCN2CCOCC2)cc1,6%,-29%,-12%,-1%,i,8%,-2%,21%,-10%
CC(Oc1ccc(F)cc1)C(=O)N1CCN(c2ncccn2)CC1 (configuration not stated),-1%,-14%,-4%,29%,i,26%,3%,-3%,-7%
O=C(NNC(=O)c1cccc2ccccc12)c1ccc2c(c1)OCO2,2%,i,-17%,-20%,i,18%,0%,-8%,31%[activator]
COc1ccc(CNC(=O)C(c2ccc(C)o2)N(C(=O)c2snc(C(N)=O)c2N)c2ccccc2OC)cc1 (configuration not stated),-5%,-21%,12%,-8%,i,-2%,-11%,5%,?
Cc1cccc(NC(=O)c2cc3n(n2)C(C(F)(F)F)CC(C2CC2)N3)c1C (configuration not stated),2%,i,-3%,-22%,i,15%,4%,1%,-7%
COCCn1nnnc1C(c1cc2cccc(C)c2[nH]c1=O)N1CCN(c2ccccc2F)CC1 (configuration not stated),-2%,i,-12%,-7%,-90%*,2%,-5%,12%[9.22 µM],-2%

# An excerpt from above in order of their number in Mm-Cpn inhibitor, low to high.
Molecule,Mm-Cpn inhibitor
COc1ccc(CNC(=O)C(c2ccc(C)o2)N(C(=O)c2snc(C(N)=O)c2N)c2ccccc2OC)cc1 (configuration not stated),-11%
COc1ccc(OC)c(S(=O)(=O)NCc2nc3nc(C)cc(C)n3n2)c1,-3%
c1ccc(-c2ccccc2OCCOCCN2CCOCC2)cc1,-2%

# (listing goes on)
SMILES,aSyn yeast inh,PTHR1 agonist,GLP1R cytotox,FUS yeast rescue,Akt phos inh,TDP43 rescue,Mm-Cpn inhibitor,Abeta yeast res,GLP1R inv ag
O=C(NCCS(=O)CCNC(=O)C(F)(F)F)C(F)(F)F,-1%,-8%[57.5 µM],8%,15%,i,1%,0%,-4%,4%
CCCCn1c(N)c(N(CCC(C)C)C(=O)CSc2nnc(Nc3ccccc3)s2)c(=O)[nH]c1=O,7%,i,7%[0.307 µM],?,i,9%,0%,22%,4%[0.307 µM]
Cc1ccccc1S(=O)(=O)c1cc2ccccc2nc1N,14%,i,15%,-7%,i,9%,4%,0%,?
O=C(O)CCCn1cc(NC(=O)c2c(F)cccc2F)cn1,3%,i,7%,-10%,i,5%,0%,-8%,18%
CC(C)NC(=S)N(C)C1(c2ccccc2Cl)CCCCC1=O (configuration not stated),16%,i,-9%,18%,i,?,2%,8%,16%
NCC12CC3CC(C1)CC(c1ccc(Cl)cc1)(C3)C2,2%,i,?,0%,i,-27%,3%,-24%,?
Cc1ccc(NNC(=O)c2ccc(Cl)cc2)nn1,1%,i,-1%,-18%,i,-8%,1%,7%,4%
Cc1ccc(S(=O)(=O)NCCC(=O)NC2CCCCC2C)cc1 (configuration not stated),-4%,i,-10%,2%,i,7%,0%,2%,2%
COc1ccccc1C(=O)Nc1cc(C)c(OCC(=O)N2CCOCC2)c(C)c1,-2%,i,10%,·,i,20%,-3%,-15%,28%
Fc1ccc2nncc(SCc3ccccc3Cl)c2c1,?,-9%,-21%,38%,i,?,·,6%,?
CCOc1ccccc1NC(=O)Nc1ccccn1,1%,i,-8%,-2%,i,-11%,0%,-1%,7%
O=C(c1cccc(S(=O)(=O)Nc2ccc(F)cc2)c1)N1CCOCC1,0%,i,-20%,-14%,i,7%,4%,-7%,-5%
O=C(O)CCC(=O)Nc1ccc(-c2nc3ccc(C(=O)c4ccccc4)cc3[nH]2)cc1,0%,i,20%,11%,i,-14%,0%,-11%,12%
CCCCc1ccc(/C=C2/C(=O)ON=C2c2ccccc2)s1,15%,-8%,15%,·,i,-4%,0%,9%,0%
CCOC(=O)C1=C(C)N(c2ccc(Cl)cc2)C(=O)NC1c1cccc([N+](=O)[O-])c1 (configuration not stated),9%,-13%,-9%,-5%,i,27%,?,-8%,?
CN(C)CCOC1(Cc2ccc(F)cc2)CCC(C(C)(C)C)CC1 (configuration not stated),-2%,-17%,?,·,i,0%,·,7%,?
c1ccc2c(c1)CCCC2C1=NCCN1 (configuration not stated),-3%&-4%,-21%,1%,-37%,i,18%,2%,-12%,?
COc1ccccc1N(CC(=O)N1CCCCC1)S(=O)(=O)c1ccccc1,10%,i,-13%,15%,i,-18%,1%,9%,0%
COCCSc1nc2c(c(=O)[nH]c(=O)n2C)n1CCC(C)C,-4%,23%,0%,-6%,i,0%,0%,0%,66%[activator]
C#CCn1c(=NC(=O)CSCC(=O)N2CCOCC2)sc2ccccc21,0%,-39%[inhibitor],0%,0%,i,11%,-5%,-2%,70%[activator]
N#C/C(=C(/O)CCl)c1nc(-c2ccccc2)cs1,-10%,-26%,-1%,5%,i,-22%,-2%,-10%,53%[activator]
COc1ccc(C(=O)COC(=O)CNC(=O)c2cc(OC)cc(OC)c2)cc1,-2%,-9%,4%,8%,i,-4%,-5%,7%,21%
CC(C)(C)OC(=O)N1CCCC1C(=O)NC(Cc1ccccc1)C(=O)O (configuration not stated),-2%,i,-10%,9%,i,-4%,2%[15.4 µM],8%,1%
Cc1nnc(SC(C)C(=O)NC2CCCc3ccccc32)n1-c1ccccc1 (configuration not stated),3%,-3%,-7%,-19%,i,6%,2%,15%,?
O=C1c2ccccc2C(c2nnnn2-c2ccc3c(c2)OCCO3)N1Cc1ccc(F)cc1 (configuration not stated),-9%,-16%,-8%,31%,i,-4%,·,4%,-14%
O=C(NCc1ccccc1CN1CCCC1)C1CCN(S(=O)(=O)c2ccc(F)c(F)c2)CC1,-1%,7%,4%,·,i,22%,3%,6%,?
COc1ccc(CNC(=O)C2CCCN(S(=O)(=O)c3ccc4c(c3)C(C)(C)C(=O)N4C)C2)cc1 (configuration not stated),8%,-8%,8%,14%,i,29%,1%,5%,-2%
CCOC(=O)[C@@H]1[C@H]2COc3ccccc3[C@H]2N2C(=O)N(c3ccc(Cl)cc3)C(=O)[C@]12C,-6%,-12%,-13%,?,i,35µM*,2%,-12%,?
CC1CCCN(c2nc(N(C)c3ccccc3)nc(N)c2[N+](=O)[O-])C1 (configuration not stated),0%,-23%,-14%,0%,i,?,1%,14%,?
CC1CN(C(=O)CSc2nc(-c3ccc(F)cc3)cs2)CC(C)O1 (configuration not stated),2%,-15%[57.5 µM],-10%,7%,i,21%,-1%,3%,-10%
COc1ccc(Br)c(C(=O)OCC(=O)N2CCc3ccccc32)c1,20%,i,3%,3%,i,2%,-4%,33%,-29%
COc1cccc(NC(=S)NCc2ccccc2)c1,8%,-1%,-12%,31%,i,9%,2%,?,-25%
CCOc1ccc(NC(=O)Nc2ccc(Br)cn2)cc1,-6%,i,-3%,10%,i,-14%,1%,9%,7%
CCOCCCNCc1cc(Cl)ccc1OCC,-5%,8%,-1%,-18%,i,0%,1%,6%,-21%
COC(=O)C[C@H]1CC[C@@H](NC(=O)Nc2ccc3c(c2)OCO3)[C@@H](CO)O1,0%,-15%,0%,3%,i,21%,·,-3%,12%
CC(C(=O)Nc1ccccc1C(=O)N1CCOCC1)N(c1ccccc1)S(C)(=O)=O (configuration not stated),-8%,i,-11%,-3%,i,2%,0%,1%,2%
Cc1ccc(NC(=O)c2ncn(CCCN3CCN(Cc4cccc5ccccc45)CC3)n2)cc1C,-37%[inhibitor],-68%[inhibitor],-30%,36%,i,11%,·,0%,?

# Among those listed so far, these have a COOH group.
SMILES,aSyn yeast inh,PTHR1 agonist,GLP1R cytotox,FUS yeast rescue,Akt phos inh,TDP43 rescue,Mm-Cpn inhibitor,Abeta yeast res,GLP1R inv ag
O=C(O)CCCn1cc(NC(=O)c2c(F)cccc2F)cn1,3%,i,7%,-10%,i,5%,0%,-8%,18%
O=C(O)CCC(=O)Nc1ccc(-c2nc3ccc(C(=O)c4ccccc4)cc3[nH]2)cc1,0%,i,20%,11%,i,-14%,0%,-11%,12%
CC(C)(C)OC(=O)N1CCCC1C(=O)NC(Cc1ccccc1)C(=O)O (configuration not stated),-2%,i,-10%,9%,i,-4%,2%[15.4 µM],8%,1%

# Source: PubChem (National Center for Advancing Translational Sciences (NCATS))
